S3 lipid droplet: qHTS Assay for Lipid Storage Modulators in Drosophila S3 Cells | Drosophila S3 cells, BODIPY lipid droplet fluorescence, 18-24 h; cells fed with added oleic acid | lipid storage change, negative = inhibition, % at the top dose, mostly 46.1 µM; hits show Potency in µM | 0.64% of 320,000 active; active = well fitted inhibition curve with a large enough effect in the signal ratio, with a control signal flat, not every such curve was filed as active; inconclusive = small, poorly fitted or top-dose-only effect, or effect the other way, or a change in a side signal; the % refers to the signal ratio
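Laser-scanning cytometry quantifies lipid droplet accumulation (500–530 nm total intensity; droplet/cell object ratio) in oleic acid-fed (400 uM added) Drosophila S3 cells treated with a concentration series. 20 uM Triacsin C defined 100% inhibition.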
S3 lipid droplet cell count max: recorded beside S3 lipid droplet, whose call it bears; cell number change, %; measured here: cell count max response;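 cells counted by Cell Tracker Red CMTPX staining in the red channel; peak over a dose series mostly up to 46.1 µM; percent activity relative to internal control wells on each plate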
An asterisk follows results filed as active; i = inactive; ? = inconclusive; · = not tested or not shown; [ ] = another dose, or the depositor's remark. % is scaled to controls: 0 for no effect and ±100 for the full control effect; potency is read from the fitted curve at half-maximal effect.

SMILES	S3 lipid droplet	S3 lipid droplet cell count max
O=C(c1ccc([N+](=O)[O-])cc1)N1CCSC1c1ccc(Br)cc1 (stereo unspecified)	1%	2
CCOc1ccc(S(=O)(=O)N2CCCCC2)cc1NC(=O)CN1C(=O)NC(C)(c2ccc(C)cc2)C1=O (stereo unspecified)	-8%[0.0737 µM]	·
COCCCn1c(Cc2ccccc2)nnc1SCC(=O)N1CCCCC1	?	·
CC1(C)Oc2ccc(C(=O)N3CCOCC3)cc2N(CC(=O)Nc2ccccc2)C1=O	i	19
Cc1ccc(NC(=O)CSc2nnc(CNC(=O)c3ccccc3F)o2)cc1	-6%	8
CCOc1ccccc1NC(=O)CSc1nncc2ccccc12	?	·
CC(C)(C)SCCNC(=O)CSCc1ccc([N+](=O)[O-])cc1	-16%	5
CCN(CC)CCNC(=O)C1CCC(=O)N(c2ccc(OC)cc2)C1c1ccc(F)cc1 (stereo unspecified)	i	28
O=C(OCC(=O)N1CCN(S(=O)(=O)c2ccc(Cl)cc2)CC1)c1cccc(OC(F)F)c1	?	·
CCn1c(COc2ccc(=O)n(-c3ccccc3)n2)nnc1SCc1ccccc1C	?	·
O=C(Nc1cccc(Cl)c1)Nc1ccnc(-c2cccnc2)n1	0%	15
CCOC(=O)c1c(-c2ccc(C)cc2)csc1NC(=O)/C(C#N)=C/c1ccc(O)c(OC)c1	23µM*	-28*
COC(=O)c1ccsc1NC(=O)C1COc2ccccc2O1 (stereo unspecified)	17%	24
COc1cc(C(C)=O)ccc1COc1ccc(C(=O)O)cc1OC	7%	19
O=C(C1CC1)N1N=C(c2ccc(Br)cc2)CC1(O)C(F)(F)F (stereo unspecified)	?	·
Cc1cc(C)n(-c2ccc(C(=O)OCC(=O)Nc3cc(Cl)ccc3[N+](=O)[O-])cc2)n1	?	·
Cc1ccc(Nc2nc3ccccc3s2)cc1	?	·
O=C(CN1C(=O)/C(=C/c2ccccc2F)Sc2ccccc21)NCc1cccnc1	-15%	-9
O=C(NNc1c(Cl)cc(Cl)cc1Cl)c1n[nH]c(=O)c2ccccc12	-2%	2
O=C1NC(=O)c2cc(Oc3ccc([N+](=O)[O-])cc3)ccc21	?	·
COc1ccccc1C(=O)NNC(=O)c1ccc(NC(=O)CC(C)C)cc1	0%	-2
COc1ccc(CCNC(=O)Cc2ccsc2)cc1	?	·
CCCCCNc1nc2sc3c(c2c(=O)n1-c1cccc(Cl)c1)CCN(C)C3	11%	3
COc1ccccc1NC(=O)CSc1nc2ncccc2[nH]1	i	-2
CCc1cccc(OCC(=O)Nc2ccccc2N2CCCC2)c1	-9%	-24
O=C(CN1C(=O)NC(c2ccccc2)(c2ccccc2)C1=O)N1CCOCC1	?	·
C/C(=C\c1ccccc1)C(=O)Nc1ccc(Cl)cn1	?	·
CCOc1ccccc1NC(=O)Cn1nnc(C(=O)NCc2ccco2)c1N	-11%	15
Cn1cnnc1SCC(=O)c1cc2ccccc2oc1=O	i	·
COc1cc(/C=C2\Oc3cc(O)ccc3C2=O)ccc1O	?	·

Four compounds already listed, sorted by number of heavy atoms, lowest first.
SMILES	S3 lipid droplet	S3 lipid droplet cell count max
C/C(=C\c1ccccc1)C(=O)Nc1ccc(Cl)cn1	?	·
Cn1cnnc1SCC(=O)c1cc2ccccc2oc1=O	i	·
COc1ccccc1NC(=O)CSc1nc2ncccc2[nH]1	i	-2
O=C(CN1C(=O)NC(c2ccccc2)(c2ccccc2)C1=O)N1CCOCC1	?	·

(continued)
SMILES	S3 lipid droplet	S3 lipid droplet cell count max
COc1cc(C(c2nnnn2C2CCCC2)N2CCc3ccccc3C2)ccc1O (stereo unspecified)	9%	2
O=C(Nc1cccc(-c2nnn(CC(=O)N3CCc4ccccc4C3)n2)c1)C1CCC1	?	·
COc1ccccc1-n1c(SC)nc2c(sc(=S)n2-c2ccccc2)c1=O	?	·
O=C(NCCCNC(=O)c1ccccn1)c1ccc(Cl)cc1	?	·
N#Cc1ccc(NC(=O)CN2CCN(c3ccccn3)CC2)cc1	i	-24
CC(=O)Nc1ccc(N2C(=O)CSC2c2cccc([N+](=O)[O-])c2)cc1 (stereo unspecified)	?	·
CCOc1ccccc1C(=O)Nc1ccc(C(=O)c2ccccc2)cc1	?	·
CCn1c(SCC(=O)c2cc(C)n(-c3ccc(C(=O)OC)cc3)c2C)nnc1-c1cccnc1	?	·
CCOc1ccc(Br)cc1S(=O)(=O)N1CC(C)OC(C)C1 (stereo unspecified)	?	·
Cn1c(/C=C/c2ccccc2[N+](=O)[O-])nc2ccccc2c1=O	i	3
CC1CCCN(CCCNC(=O)c2ccc(N3CCCC3=O)cc2)C1 (stereo unspecified)	?	·
C[C@@H]1NC(=O)c2cc([N+](=O)[O-])cc(I)c2NCCCC[C@@H](C(N)=O)NC(=O)[C@H](CCC(=O)O)NC1=O	?	·
O=C1CCC(C(=O)N(Cc2cccs2)C2(C(=O)NC3CCCCC3)CCCCC2)N1 (stereo unspecified)	?	·
CCOC(=O)CN(C#N)c1nc(C)cc(C)n1	i	·
CC1=NNC(=O)C1CCC(=O)N/N=C(/C)c1ccc([N+](=O)[O-])cc1 (stereo unspecified)	?	·

Complete entries from above. Values in the order: S3 lipid droplet | S3 lipid droplet cell count max
Listed for CCOC(=O)CN(C#N)c1nc(C)cc(C)n1 = i | ·
Listed for CCOc1ccc(Br)cc1S(=O)(=O)N1CC(C)OC(C)C1 (stereo unspecified) = ? | ·
Listed for Cn1c(/C=C/c2ccccc2[N+](=O)[O-])nc2ccccc2c1=O = i | 3
Listed for CC1CCCN(CCCNC(=O)c2ccc(N3CCCC3=O)cc2)C1 (stereo unspecified) = ? | ·

The results go on:
SMILES	S3 lipid droplet	S3 lipid droplet cell count max
CC1(C)Cc2cccc(OCC(=O)OCC(=O)Nc3ccccc3)c2O1	-10%	9
COc1cc(/C=C(\C#N)c2nc3c(s2)CC(C)CC3)ccc1O (stereo unspecified)	?	·
O=C(CNCc1cccs1)NC12CC3CC(CC(C3)C1)C2	?	·
Cc1nc(SCC(=O)c2ccccc2)c([N+](=O)[O-])[nH]1	6%	-14
COc1ccccc1NC(=O)N1CCCC1C(=O)NCC1CCCO1 (stereo unspecified)	-1%	15
Cc1c(NC(=O)CSc2ccc3c(c2)OCCO3)c(=O)n(-c2ccccc2)n1C	12%	-6
COc1cc(NC(=S)NN2CCN(C)CC2)cc(OC)c1OC	?	·
CSCCC(NC(=O)c1ccccc1)C(=O)Nc1ccc(C)cc1 (stereo unspecified)	14%	15
CCOC(=O)CC1(NC(=O)C2CCC(=O)N(Cc3ccccc3OC)C2)CCCCC1 (stereo unspecified)	?	·
COc1ccc(N2C(=O)CC(c3cc(OC)c(OC)c(OC)c3)CC2=O)cc1	-7%	8
c1csc(C(c2nnnn2C2CCCCC2)N2CCCC3(CCCCC3)C2)c1 (stereo unspecified)	9%	15
C[C@@H](NC(=O)/C(C#N)=C/c1ccc(O)c(O)c1)c1ccccc1	-8%	-10
CCn1c(/C(C#N)=C(\O)CCc2ccccc2)nc2ccccc21	?	·
CSC(=S)NCc1cccnc1	15%	30
N#Cc1cc2ccccc2nc1SCC(=O)NC1CC1	i	34
N#CC1=C(SCc2ccccc2Cl)NC(=O)C(C(N)=O)C1 (stereo unspecified)	-5%	3
Cc1ccc(N/N=C(\C#N)C(=N)N2CCOCC2)cc1	?	·
CCn1c(N2CCN(CC(=O)c3c(C)n(C)c4ccccc34)CC2)nc2c1c(=O)[nH]c(=O)n2C	24%[9.22 µM]	·
CCC1CCCCN1S(=O)(=O)c1ccccc1[N+](=O)[O-] (stereo unspecified)	27%	12
CCCCCC(=O)Nc1cccc(C2=NOC3(C2)C[C@@H](C(N)=O)N(C(=O)c2cc([N+](=O)[O-])cc([N+](=O)[O-])c2)C3)c1 (stereo partly specified)	2%	8
CCCCS(=O)(=O)N1CCCC(C(=O)NCCc2ccccc2)C1 (stereo unspecified)	-13%	-8
Cc1ccc(OC(=O)c2cncc(Br)c2)c(C)c1	?	·
Cc1cc(Sc2nnc(N)s2)c2ccccc2n1	?	·
CN(NC(=O)c1ccccc1F)c1ccc([N+](=O)[O-])cn1	10%	4
Cc1cc(NC(=O)CSc2nc(=O)n3cccc(C)c3n2)no1	?	·
O=C(N1CCN(c2ccccc2)CC1)C(F)(F)C(F)(F)F	i	-21
Cc1cc(C(=O)CSc2nn(-c3ccccc3)c(=S)s2)c(C)n1Cc1ccco1	?	·
Cc1nc2nc(-c3ccccc3)[nH]n2c(=O)c1C	?	·
Cn1c(SCc2ccccc2)nc2c1c(=O)[nH]c(=O)n2C	?	·
CCOC(=O)c1ccc(NC(=O)c2ccc3c(c2)C(=O)N(CC2CCCO2)C3=O)cc1 (stereo unspecified)	?	·
COc1ccccc1N1CCN(S(=O)(=O)c2ccc(-c3ccc(=O)[nH]n3)o2)CC1	i	·
COc1cc(NC(=O)CSc2nnc3ccccn23)cc(OC)c1	?	·
CCCCCC1CC(CC(=O)Nc2ccc([N+](=O)[O-])cc2)OC1=O (stereo unspecified)	?	·
COc1ccc(C2=C/C(=C\c3cccc(OC(C)=O)c3)C(=O)O2)cc1	?	·
CC(=O)c1ccc(NC(=O)CC2S/C(=N/N=C3CCCCCC3)NC2=O)cc1 (stereo unspecified)	i	-31
COc1cc(C(=O)COC(=O)C2CCN(c3ccc(C(F)(F)F)cn3)CC2)ccc1OC(F)F	14%	6
Cc1cc(C(=O)CCC(=O)NCc2ccccc2F)c(C)s1	?	·
CCOC(=O)c1nnn2c1nc(Nc1cccc(C(F)(F)F)c1)c1ccccc12	?	·
Cc1cc(S(=O)(=O)N2CCN(Cc3ccc4c(c3)OCO4)CC2)cc(C)c1N1CCCC1=O	8%	-8
O=C(CN1c2ccccc2Sc2ccccc21)NNC(=S)Nc1ccc(Cl)cc1Cl	5%	0
NC(=O)CSc1nnc(-c2ccc(S(=O)(=O)N3CCCC3)cc2)n1Cc1ccco1	12%	-15
Nc1nc(Nc2ccc(Cl)cc2)nc(NCc2ccco2)c1[N+](=O)[O-]	0%	-12
O=C(Cc1cccs1)NCc1ccncc1	5%	7
O=C(CCCN1C(=O)NC2(CCCC2)C1=O)NCc1ccccc1	?	·
COc1ccc(-c2cc(-c3ccccc3)nc(NN)n2)cc1OC	16%	-37

Two of these compounds in another layout:
The line under a structure holds: S3 lipid droplet | S3 lipid droplet cell count max
Cc1cc(S(=O)(=O)N2CCN(Cc3ccc4c(c3)OCO4)CC2)cc(C)c1N1CCCC1=O
→ 8% | -8
COc1cc(C(=O)COC(=O)C2CCN(c3ccc(C(F)(F)F)cn3)CC2)ccc1OC(F)F
→ 14% | 6

Next part:
SMILES	S3 lipid droplet	S3 lipid droplet cell count max
CC(C)CN(C(=O)CCCc1nc2ccccc2c(=O)[nH]1)c1c(N)n(Cc2ccccc2)c(=O)[nH]c1=O	?	·
COc1ccc(CCC(C)NCC(C)c2ccccc2)cc1 (stereo unspecified)	?	·
COc1cccc(OC)c1OCCCOc1c(OC)cccc1OC	i	15
COc1ccc(NC(=S)N2CCN(S(=O)(=O)c3ccc(F)cc3)CC2)cc1	?	·
O=C1c2ccccc2C(Nc2cccnc2)N1Cc1ccccc1 (stereo unspecified)	-10%	-5
CCOC(=O)c1ccc(NC(=O)Cn2c(-c3nonc3N)nc3ccccc32)cc1	?	·
CCCNS(=O)(=O)c1ccc(NC(=O)c2ccccn2)cc1	8%	0
O=C(CC1Sc2ccccc2NC1=O)c1ccc(Br)cc1 (stereo unspecified)	?	·
NC(=O)c1nsc(C(=O)N(Cc2ccc(F)cc2)C(C(=O)NC2CCCC2)c2ccco2)c1N (stereo unspecified)	i	10
COc1cccc(OC)c1CC1SC(=O)NC1=O (stereo unspecified)	-1%	-9
CCOc1ccccc1CN1CCC(N2CCOCC2)CC1	-4%	1
COc1ccccc1-c1nc(C#N)c(N2CCC(Cc3ccccc3)CC2)o1	i	·
COc1ccccc1CNC(=O)C1CCC(CNc2c(N3CCOCC3)c(=O)c2=O)CC1 (stereo unspecified)	?	·
COc1ccc(/C=C/C(=O)Nc2ccc(S(=O)(=O)Nc3cc(C)nc(C)n3)cc2)cc1OC	?	·
COC(=O)c1ccccc1NC(=O)CN1CCCCCC1	5%	-4
O=C(Nc1ccc(Cl)c(Cl)c1)Nc1ccccc1NS(=O)(=O)c1cccs1	?	·
COC(=O)c1[nH]c2ccc(F)cc2c1NC(=O)CCN1CC(C)OC(C)C1 (stereo unspecified)	?	·
N#Cc1ccccc1OCCOCCNC1CCCC1	?	·
CC(C)[C@H](NC(=O)c1ccccc1F)C(=O)Nc1ccc(F)c(F)c1	13%	0
O=C(CN1CCN(c2ccccn2)CC1)Nc1cccc(Br)c1	?	·
CCCC(=O)Nc1ccc2nn(-c3ccc(OC)cc3)nc2c1	?	·
O=C(NCC1CCCCC1)c1cccnc1Cl	i	-3
CCCC(=O)N(c1ccc2oc(C)c(C(C)=O)c2c1)S(=O)(=O)c1ccc(C)c([N+](=O)[O-])c1	17%	6
Cc1ccc(S(=O)(=O)N2CCOCC2)cc1NC(=O)CN1CCN(C)CC1	?	·
Cn1ccnc1SCC(=O)c1ccc(O)cc1	?	·
CCCC(=O)N1CCN(c2ccc(C(=O)c3ccc(OC)c(Br)c3)cc2F)CC1	15%	-12
O=c1ccn(CCOc2ccc(Cl)cc2)c(=O)[nH]1	10%	13
CC(C)(C)C1CCC(=NNC(=O)C(=O)NCc2ccco2)CC1 (stereo unspecified)	?	·

Screening data from PubChem BioAssay.

An excerpt, so the mix of outcomes need not match the whole.
